MC4R antag cAMP – blocks human MC4R cAMP signaling. P32245. MC4R-expressing cells, MTII-stimulated cAMP, LANCE TR-FRET. inhibition, % at 6.5 µM. 0.48% of 360,000 active;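 active means inhibition above its plate's cutoff, the mean of tested wells on that plate plus 3 SD, cut at about 29% in these data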;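 further: 0% = Melanotan II alone and 100% = Melanotan II plus saturating MCL0020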
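Test system: U2OS cells stably expressing human melanocortin 4 receptor (MC4R); also added: Melanotan II challenge; compound: 6.5 µM single dose; timing: 30-min compound preincubation, 1-h Melanotan II challenge, 1-h detection, room temperature; signal: Eu-cAMP/anti-cAMP TR-FRET, emission 671 nm; repeats: one well per compound, no replicates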
MC4R ag barr – human MC4R agonism via beta-arrestin. activation, % at 8.9 µM. AID 540308. U2OS MC4R beta-arrestin complementation, luminescence; percent of melanotan II response, DMSO zero. 0.98% of 360,000 active. P32245;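 active means activation above a per-plate cutoff, the mean activation of sample wells on that plate plus 3 SD, cut at about 8% in these data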
H9c2 protect – protects H9c2 cardiomyocytes from peroxide injury; H2O2 injury protection, ATPLite, 2 h; AID 588492; protection from H2O2 cell death, % at 20 µM; 0.63% of 360,000 active;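 active means compounds giving at least 50% protection of heart cells from peroxide-induced death in the single-dose screen, raw or plate-pattern-corrected value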;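 further: 0% = DMSO wells with peroxide and 100% = DMSO wells without peroxide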
ABHD5-PLIN5 inh – ABHD5-PLIN5 protein interaction inhibition; 0.78% of 360,000 active; AID 602281; inhibition, % at 4 µM; Split G. princeps luciferase complementation, luminescence, 4 h;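 active means inhibition above the mean inhibition across every tested compound plus 3 SD, cut at about 22% in these data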;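 further: 0% = DMSO only wells and the 100% control is not disclosed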
PDI inh – blocks human protein disulfide isomerase activity; P07237; PDI insulin aggregation turbidity, A650, 90 min; inhibition, % at 10 µM; 0.052% of 350,000 active; AID 588391;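 active means mean inhibition across replicates of 30% or more, whatever share of single replicates reach that level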;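 further: absorbance from insulin aggregation driven by PDI reduction with DTT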
CaV13 ICDI inh – Primary screen for inhibitors of IQ motif and Ca2+-dependent inactivation inhibitor domain binding in CACNA1D, Förster resonance energy transfer in living cells, …; HEK cells, CFP/YFP FRET ICDI-IQ, plate reader, 10 min; percent FRET-ratio fall versus neutral wells; inhibition, % at 12.3 µM; 0.098% of 340,000 active; AID 743397;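 active means mean replicate inhibition of at least 30% and at least 1% of replicates passing that level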;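 further: 0% = median of the neutral control wells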
Glyco luc inh – N-linked glycosylation inhibition. D54 ERlucT glycosylation luciferase reporter, 24 h; percent of 100 nM tunicamycin response. reporter increase, % at 12.5 µM. 0.23% of 360,000 active;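 active means mean luciferase reporter signal, scaled so untreated is 0 and the glycosylation-blocking control 100, at or above a set limit in every replicate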;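 further: luciferase carries N-glycosylation sites so blocking glycosylation raises the light; 0% = median of neutral control wells and 100% = median of 100 nM tunicamycin wells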
Granule exo inh – blocks lytic granule exocytosis; 0.66% of 360,000 active; inhibition, % at 10 µM; TALL-104 LAMP-1 surface exposure, flow cytometry; cells stimulated with thapsigargin and PMA; AID 651702;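 active means inhibition above about 55%, limit read from the data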
ABCB6 inh MLPCN – inhibitors of human ABC transporter ABCB6. AID 602162. Q9NP58. fluorescence ratio to DMSO, % at 10 µM. 0.19% of 360,000 active. K562-ABCB6 porphyrin accumulation, flow cytometry, 1 h; stronger effect = lower value;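 active means fluorescence ratio to DMSO below 75%, the collection mean minus 3 SD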;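 further: signal is porphyrin accumulated inside mitochondria; 100% equals median channel fluorescence of DMSO control wells; lower ratio means ABCB6 inhibition with less porphyrin fluorescence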
Target sequence (Q9NP58 whole entry, looked up): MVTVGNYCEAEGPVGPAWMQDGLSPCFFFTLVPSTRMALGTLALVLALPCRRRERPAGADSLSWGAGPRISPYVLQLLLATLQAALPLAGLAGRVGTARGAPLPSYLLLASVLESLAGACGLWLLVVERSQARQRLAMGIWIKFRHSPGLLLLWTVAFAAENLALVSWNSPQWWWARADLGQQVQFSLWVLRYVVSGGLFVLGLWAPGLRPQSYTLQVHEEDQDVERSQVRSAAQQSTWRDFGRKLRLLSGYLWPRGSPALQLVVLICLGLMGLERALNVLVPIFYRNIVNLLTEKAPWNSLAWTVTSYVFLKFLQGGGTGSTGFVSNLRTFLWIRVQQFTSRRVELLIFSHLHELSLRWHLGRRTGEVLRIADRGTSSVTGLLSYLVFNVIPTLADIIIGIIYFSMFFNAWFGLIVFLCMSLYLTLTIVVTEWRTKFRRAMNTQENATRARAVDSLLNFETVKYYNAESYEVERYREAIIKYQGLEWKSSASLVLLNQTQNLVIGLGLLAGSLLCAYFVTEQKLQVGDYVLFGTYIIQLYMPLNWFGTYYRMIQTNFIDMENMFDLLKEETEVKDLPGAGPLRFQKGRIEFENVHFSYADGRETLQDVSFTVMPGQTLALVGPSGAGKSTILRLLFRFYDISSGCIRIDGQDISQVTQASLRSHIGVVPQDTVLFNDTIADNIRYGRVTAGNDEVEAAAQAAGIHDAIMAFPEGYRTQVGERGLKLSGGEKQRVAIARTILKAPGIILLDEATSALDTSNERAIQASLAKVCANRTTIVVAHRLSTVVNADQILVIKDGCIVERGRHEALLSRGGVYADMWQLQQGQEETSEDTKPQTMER
m5-HT2A agonist – activates the mouse 5-HT2A serotonin receptor. P35363. CHO-K1 mHTR2A beta-arrestin complementation, luminescence; percent of 30 µM serotonin response. activation, % at 7.6 µM. 0.66% of 360,000 active. AID 624169;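 active means activation above a run cutoff, the mean activation of all tested compounds plus 3 SD, cut at about 14% in these data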;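 further: 0% = plate median of compound wells and 100% = 30 µM serotonin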
* marks the source's active call; other numbers are inactive results; . = not tested or not shown.

SMILES	MC4R antag cAMP	MC4R ag barr	H9c2 protect	ABHD5-PLIN5 inh	PDI inh	CaV13 ICDI inh	Glyco luc inh	Granule exo inh	ABCB6 inh MLPCN	m5-HT2A agonist
N#Cc1ccccc1NC(=O)CC1CCCCC1	10	-1.4	-3	4	0	-2	-1	-2	102	4
N#C/C(=C\N1CCOCC1)C(N)=O	1	-0.1	-2	-7	-3	5	2	0	98	6
COC(=O)c1sccc1NS(=O)(=O)c1ccccc1	1	-3.3	4	-2	-17	-3	-1	6	96	-2
CSc1cccc(NC(=O)CCC(=O)O)c1	-3	1.1	2	3	4	-5	3	4	93	0
C=CCNC(=O)/C(C#N)=C/c1c(N2CCCCCC2)nc2ccccn2c1=O	25	1.7	10	-9	6	4	4	-5	98	8
CC(C)(C)NC(=O)CSc1nnc(C2CC2)n1-c1ccccc1	9	3.3	2	-5	4	-2	-1	-2	99	3
CNc1nc(SCc2ccccc2)nc(N2CCOCC2)n1	-7	0.1	-2	-3	-4	-8	-5	0	101	-1
Cc1ccc(-n2nc(-c3ccc(N)cc3)cc2N)cc1	0	0.0	-3	-32	.	-3	4	21	98	-6
O=C(CN(CC1CCCO1)C(=O)CNS(=O)(=O)c1ccc(Cl)cc1)NCc1ccccc1 (stereo unspecified)	10	-2.0	4	-2	-6	-7	2	20	94	0
O=[N+]([O-])c1cc2c(cc1CN1CCN(CCOCCO)CC1)OCO2	-2	0.4	16	2	6	-2	-2	3	101	10
CC1(C(=O)NCc2cccc(C(F)(F)F)c2)CCN1CCc1ccccc1 (stereo unspecified)	5	7.0	-12	0	-14	-5	-3	-4	99	-5
CN(Cc1cnccn1)C(=O)C1CCC(=O)N(CCc2ccccc2)C1 (stereo unspecified)	6	-1.7	-1	3	5	-2	0	0	98	4
Cc1[nH]c(C(=O)N/N=C/c2ccc(N(C)C)cc2)c(C)c1C(=O)N/N=C/c1ccc(N(C)C)cc1	-8	-3.0	-5	5	-1	-6	-6	1	93	-1
CC(Oc1ccc(Cl)cc1Cl)C(=O)NN=C1CCN(C)CC1 (stereo unspecified)	4	-1.3	5	-3	-8	-5	0	-8	102	2
CC1(C(=O)NS(=O)(=O)Cc2cccc(Cl)c2)CCN1C(=O)CC1CCCC1 (stereo unspecified)	4	1.4	-3	6	-2	-10	-1	3	99	0
CC(C)CC(NC(=O)c1cccc(Cl)c1)C(=O)O (stereo unspecified)	10	-0.7	-3	-2	-2	-5	1	-2	101	5
CN(Cc1c(F)cccc1Cl)C(=O)CNC(=O)c1ccc2c(c1)OCO2	2	-2.1	0	-9	-6	-7	-3	4	90	-2
COc1ccc(/C=C/c2nnc(NC(C)=O)s2)cc1	3	-3.1	-10	-1	2	-19	-9	-5	93	0
CNc1cncc(-c2cccc(C(=O)NCCN(C)C)c2)n1	-7	0.4	0	0	5	-5	3	6	96	-2
O=C1c2ccccc2C(Nc2ccc(S(=O)(=O)N3CCOCC3)cc2)N1c1ccccn1 (stereo unspecified)	4	-1.0	8	1	.	-9	-2	2	94	-4
Cn1c(N)c(S(=O)(=O)N2CCN(c3ccccc3Cl)CC2)c(=O)n(C)c1=O	1	-2.0	2	8	5	.	-2	-2	101	4
COc1ccc(/C=C(/NC(=O)c2ccc(OC)cc2)C(=O)NCCc2c[nH]c3ccccc23)cc1	4	-1.6	13	-2	-12	-5	-2	3	101	4
CCN(CC)CCCNc1oc(-c2cccc(Cl)c2)nc1C#N	11	-2.1	5	7	-1	-7	-1	4	97	-9
O=C(CCNS(=O)(=O)c1cccc2nsnc12)N1CC(=O)N(CCc2ccccc2)C(=O)C1	11	-1.1	-1	-1	2	-5	-3	-1	102	3
Cc1ccc(C2=NN(C(=O)CCCC(=O)O)C(c3ccc4c(c3)OCO4)C2)cc1 (stereo unspecified)	16	-0.2	-5	1	12	-2	3	3	91	-1

Additional structures:
SMILES	MC4R antag cAMP	MC4R ag barr	H9c2 protect	ABHD5-PLIN5 inh	PDI inh	CaV13 ICDI inh	Glyco luc inh	Granule exo inh	ABCB6 inh MLPCN	m5-HT2A agonist
Cc1ccc(OCC(=O)N/N=C/c2cn[nH]c2-c2ccc(Cl)c(Cl)c2)cc1	15	8.7*	-29	-2	-3	.	0	7	86	-7
CCOC(=O)CNC(=O)CSc1nnc(NC(=O)c2ccc3c(c2)OCO3)s1	-4	-2.1	-23	-3	-3	-3	.	0	97	2
COC(=O)C1(C)CC1(c1ccccc1)c1ccccc1 (stereo unspecified)	12	4.2	1	-7	1	-18	-1	-2	99	-3
COc1ccc2c(c1)CC=C1C2CCC2(C)C(=O)C(=NO)CC12 (stereo unspecified)	5	4.7	-5	-9	-2	-7	-6	91*	102	3
NC(=O)c1ccc(NC(=O)c2ccc3c(c2)CCN3S(=O)(=O)c2ccccc2)cc1	2	4.8	11	14	5	-5	0	72*	99	-1
COc1ccc(C(=O)NCCNc2ccc([N+](=O)[O-])cc2)cc1	6	-1.5	7	1	0	-4	0	0	97	0
CC(C)(C)NC(=O)C[C@H]1C[C@H](C(=O)N2CCCCC2)[C@@]2(CCc3ccccc3)c3[nH]c4cc(-c5ccco5)ccc4c3CCN2C1=O	26	4.0	-7	10	-11	-5	-4	2	101	3
CC(NC(=O)CCc1c[nH]c2ccccc12)c1ccccc1 (stereo unspecified)	4	-1.4	4	5	-5	-5	3	-4	99	1
O=C(CNC(=O)N1CC(=O)Nc2ccccc21)Nc1ccccc1	8	-1.9	2	0	8	-6	3	-2	100	2
O=C(CCNC(=O)c1ccc(Br)cc1)NCCCN1CCCC1=O	1	-0.6	4	10	7	-5	1	5	95	6
CN(C)/C=N/c1nc2nccc(-c3ccccc3)n2n1	4	-0.7	-5	-1	6	-5	2	-1	94	4
S=C(NCCc1ccccc1)Nc1c(Cl)cccc1Cl	19	1.9	-1	-4	-3	-20	-1	23	93	-3
Cc1ccc2nc(-c3cc(-c4ccccc4)no3)cn2c1	-3	2.1	-12	-3	-3	-22	-22	-6	94	-2
CC(=O)N1[C@H](Cc2ccccc2)C=C[C@]1(C)C(=O)NCc1ccc(C)o1	4	-1.1	1	9	-2	.	0	8	100	4
CCOC(=O)c1cnn(-c2ccccc2)c1-n1cccc1C(=O)C(=O)Nc1ccc(F)cc1	1	-2.7	-16	-4	15	-1	-2	-3	100	0
O=[N+]([O-])c1cccc(-c2nnc(C34CC5CC(CC(C5)C3)C4)o2)c1	9	0.2	19	4	4	-3	2	0	99	4
O=C(Cc1ccccc1)c1c[nH]c(C(=O)NC2CCCC2)c1	2	-1.6	3	-4	-5	-5	2	0	89	-7
Cc1cccc(CSc2ncnc3nc[nH]c23)c1	0	-1.0	4	5	-5	-7	1	15	91	-3
Cn1c(-c2ccccc2)c(C(=O)CC#N)c2ccccc21	-7	-4.0	5	-4	3	-4	5	-2	92	-3
CCN(C(=O)COC(=O)c1nc2nc(C)cc(C)n2n1)C1CCCCC1	1	-1.4	11	-7	-5	-6	3	9	100	-6
CCC(C)(C)NC(=O)C(c1ccc(C)cc1)N(Cc1cccs1)C(=O)c1ccc2c(c1)OCCO2 (stereo unspecified)	-1	0.9	-1	-3	-6	.	-7	7	98	-5
COc1cc(/C=C(\C#N)C(=O)NCC2CCCO2)ccc1OCC(=O)O (stereo unspecified)	-8	-0.5	0	4	-2	-5	0	3	96	1
CCN1C[C@@H]2[C@@H]3C(=O)N(Cc4ccccc4)C(=O)[C@@H]3[C@](Cc3ccccc3)(C(=O)OC)N2C1=NC	2	0.3	11	-10	1	-5	2	-3	103	6
Cc1nc(N)ncc1-c1ccc2c(c1)OCO2	-12	1.0	2	-7	-3	-4	1	-2	96	-3
Cc1cccc(N2CCN(C(=O)CSc3ccsc3[N+](=O)[O-])CC2C)c1 (stereo unspecified)	12	-1.3	-11	2	-5	-8	-1	7	93	3

A few values from above:
S=C(NCCc1ccccc1)Nc1c(Cl)cccc1Cl in ABCB6 inh MLPCN reads 93
Cc1cccc(CSc2ncnc3nc[nH]c23)c1 in Granule exo inh reads 15

MC4R ag barr: what is marked active above
structure	MC4R antag cAMP	MC4R ag barr	ABHD5-PLIN5 inh	PDI inh	CaV13 ICDI inh	Glyco luc inh	Granule exo inh	ABCB6 inh MLPCN	m5-HT2A agonist
Cc1ccc(OCC(=O)N/N=C/c2cn[nH]c2-c2ccc(Cl)c(Cl)c2)cc1	15	8.7*	-2	-3	.	0	7	86	-7

Next section.
SMILES	MC4R antag cAMP	MC4R ag barr	H9c2 protect	ABHD5-PLIN5 inh	PDI inh	CaV13 ICDI inh	Glyco luc inh	Granule exo inh	ABCB6 inh MLPCN	m5-HT2A agonist
Nc1nc(N)c2c(n1)CCCC2	-2	-2.2	4	4	6	-8	2	-5	93	1
CC1(C)CC(NCc2ccccc2)CCO1 (stereo unspecified)	-10	1.6	11	2	5	4	0	1	77	7
CC(=O)Oc1ccc(C(=O)N2c3ccccc3NC(=O)C2C)cc1 (stereo unspecified)	-1	0.8	1	10	-6	-4	-1	13	98	6
Cc1ccc(NC(=O)CCC(=O)n2nc(C)cc2C)c(C)c1	-2	-0.2	-1	2	-2	-7	3	0	100	1
CCc1ccc(N2CC34C=CC(O3)C(C(=O)OC)C4C2=O)cc1 (stereo unspecified)	0	-1.7	-3	1	.	-2	-4	-2	96	3
Cc1ccc(-c2nn(CC(=O)Nc3ccc4c(c3)nc3n4CCOC3)c(=O)c3ccccc23)cc1	12	3.2	-3	3	-1	-3	1	-3	96	1
COCCCNC(=O)COc1ccc(S(=O)(=O)Nc2ccccc2)cc1	2	-1.4	-5	3	0	-1	-1	-2	89	6
COc1ccccc1NC(=O)CCCC(=O)OCC(F)(F)C(F)F	-1	2.4	4	7	14	-5	3	-4	99	3
Cn1cc(-c2cnc3c(NC=O)cc(-c4cccc(C(F)(F)F)c4)cn23)cn1	-11	1.9	5	0	3	-4	4	2	89	-4
O=C(NC1C2CCCC1CN(C1CC1)C2)c1ccc(Cl)cc1 (stereo unspecified)	16	4.0	-2	6	-2	-3	-1	-8	99	2
COc1cccc(CNC(=O)CCC(=O)N2CC(C)Oc3ccccc32)c1OC (stereo unspecified)	5	0.9	0	1	.	-1	0	-6	95	2
COc1cc(NC(=O)c2ccc(Cl)cc2)c(Cl)cc1NC(=O)c1cccnc1	1	0.9	3	1	-5	-7	1	0	103	-1
O=CNc1cc(-c2ccccc2Oc2ccccc2)cn2c(-c3ccc(F)cc3)cnc12	5	0.3	-9	5	-16	-8	10	14	100	-8
COc1ccccc1CNC(=O)C1CC2Cn3c(nc4ccccc43)C2N1C (stereo unspecified)	8	1.0	2	14	1	-10	1	26	97	-4
COC(=O)CNC(=O)c1c(-c2ccccc2Cl)noc1C	5	0.5	12	9	-7	-6	0	-1	92	8
CCOc1ccc(NC(=O)CC(NC(C)=O)c2ccccc2)cc1S(=O)(=O)N1CCCC1 (stereo unspecified)	1	0.3	0	1	-3	-5	-1	-6	101	-6
O=C(CN1CCOCC1)N/N=C/C(Br)=C\c1ccccc1	-5	-1.6	7	8	-3	-3	1	3	87	-6

Screening data as filed in PubChem BioAssay.
